# High-throughput results: PubChem BioAssay, Sanford-Burnham Center for Chemical Genomics
# EBI2 antag – antagonists of human EBI2 receptor. EBI2 beta-arrestin recruitment, luminescence, 7a,25-OHC stimulated. P32249. actives 0.81% (n = 360,000). inhibition, % at 5 µM; in the data active = inhibition above about 38%;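 note: enzyme fragment complementation signal reports receptor beta-arrestin coupling in cells; 0% = agonist plus DMSO wells and 100% = wells without agonist; some results beyond the cut were filed as inactive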
# Target sequence (P32249 whole entry, looked up, the tested form may be a part): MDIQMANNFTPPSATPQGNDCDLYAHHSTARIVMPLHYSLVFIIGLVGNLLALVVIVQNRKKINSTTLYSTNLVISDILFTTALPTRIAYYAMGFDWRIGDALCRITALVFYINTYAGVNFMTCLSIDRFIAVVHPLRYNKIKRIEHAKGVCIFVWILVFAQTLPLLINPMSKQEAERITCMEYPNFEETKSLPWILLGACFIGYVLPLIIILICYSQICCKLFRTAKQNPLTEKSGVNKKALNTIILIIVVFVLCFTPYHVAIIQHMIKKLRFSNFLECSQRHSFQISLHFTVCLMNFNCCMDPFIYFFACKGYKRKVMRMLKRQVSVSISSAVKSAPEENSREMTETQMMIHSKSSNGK
# Gli-Sufu antag – antagonists of Gli-Sufu signaling. Sufu-KO-LIGHT fibroblasts, Gli luciferase reporter luminescence. inhibition, % at 5 µM. actives 0.74% (n = 340,000);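 active = inhibition above about 55%, limit read from the data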;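 note: 0% = DMSO-treated cells and 100% = wells with medium but no cells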
# APOBEC3A inh – inhibitors of human APOBEC3A DNA deaminase. AID 493011. P31941. actives 0.41% (n = 330,000). inhibition, % at 20 µM. recombinant A3A, FAM/TAMRA ssDNA deamination fluorescence;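 active = at least 40% inhibition at 20 µM here, with at most 30% in a related deaminase screen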;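 note: plate controls were A3A with DMSO for no effect and wells lacking A3A enzyme for full effect; some results filed as inactive read as strong as hits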
# Target sequence (P31941 whole entry, looked up): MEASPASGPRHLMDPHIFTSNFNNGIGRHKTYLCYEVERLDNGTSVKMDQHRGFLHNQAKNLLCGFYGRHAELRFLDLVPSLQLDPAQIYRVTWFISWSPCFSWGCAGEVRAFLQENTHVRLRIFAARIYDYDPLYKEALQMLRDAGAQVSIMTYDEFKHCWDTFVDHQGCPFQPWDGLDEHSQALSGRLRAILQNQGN
# CXCR6 inh – inhibitors of human CXCR6 receptor | O00574 | CHO-K1 PathHunter CXCR6 beta-arrestin, luminescence | inhibition, % at 20 µM | actives 0.36% (n = 360,000); in the data active = inhibition above about 34%, passing the limit was not always enough;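 note: antagonist mode with CXCL16 agonist at 10 nM final; 0% = 10 nM CXCL16 with DMSO and 100% = unstimulated wells without agonist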
# GRIN3A LBD mod – modulators (binders) of human NR3A ligand-binding domain | Tm shift relative to glycine control, % at 25 µM | actives 2.5% (n = 340,000) | NR3A LBD differential scanning fluorimetry, Tm shift; 0% = protein alone, 100% = glycine-bound protein;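 active = melting temperature shift of at least 10% of the positive control shift, at one fixed dose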
# MPTP block – inhibitors of mitochondrial permeability transition pore. AID 602449. actives 1.4% (n = 360,000). inhibition, % at 10 µM. isolated mouse mitochondria, Ca2+ swelling absorbance, 30 min;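 active = inhibition of 50% or more, scaled per plate between neutral and stimulator controls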;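 note: 0% = DMSO wells given calcium and 100% = 1 mM EGTA wells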
# APOBEC3G inh – APOBEC3G (human) deaminase inhibition; AID 493012; recombinant A3G, ssDNA deamination FAM/TAMRA fluorescence; actives 0.28% (n = 330,000); Q9HC16; inhibition, % at 20 µM;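 active = inhibition of at least 40% at 20 µM, with no more than 30% in the related APOBEC3A deaminase screen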;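 note: plate controls were DMSO wells with A3G for no effect and wells lacking A3G enzyme for full effect; some compounds called inactive have numbers as strong as hits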
# Target sequence (Q9HC16 whole entry, looked up): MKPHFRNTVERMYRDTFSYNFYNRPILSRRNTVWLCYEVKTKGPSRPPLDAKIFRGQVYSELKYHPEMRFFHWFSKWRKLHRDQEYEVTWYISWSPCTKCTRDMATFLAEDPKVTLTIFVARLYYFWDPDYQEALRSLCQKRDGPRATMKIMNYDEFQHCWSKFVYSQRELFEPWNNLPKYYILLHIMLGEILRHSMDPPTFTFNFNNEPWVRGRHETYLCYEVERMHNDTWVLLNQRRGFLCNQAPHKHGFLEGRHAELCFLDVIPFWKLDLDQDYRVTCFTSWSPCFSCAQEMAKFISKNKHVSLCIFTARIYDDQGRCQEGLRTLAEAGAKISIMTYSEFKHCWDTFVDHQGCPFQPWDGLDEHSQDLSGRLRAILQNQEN
# CCR6 antag – blocks CCL20-driven beta-arrestin recruitment at human CCR6; P51684; CHO-K1 CCR6 PathHunter beta-arrestin, luminescence, CCL20-stimulated; inhibition, % at 20 µM; actives 0.49% (n = 340,000);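 active = compounds whose inhibition of the agonist-driven luminescence signal at 20 µM reaches about 50%, limit read from the data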;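 note: cells stimulated with CCL20 at 14 nM final; plate controls were DMSO with CCL20 for no effect and DMSO without agonist for full effect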
# Numbers without * were called inactive; · = not tested or not shown.
1) C/C(=N\NC(=O)C1(C)NC(C)(C)Cc2ccccc21)c1ccccc1 (centres undefined)
2) CCC1CCCCN1C(=O)c1ccc(OC2CCN(Cc3ccccn3)CC2)cc1 (centres undefined)
3) COCCCNC(=O)CC1C[C@H](C(=O)N2CCCCC2)[C@@]2(C)c3[nH]c4ccccc4c3CCN2C1=O (some centres undefined)
4) Cc1ccc(C(=O)Nc2nccc(-c3cccs3)n2)cc1
5) CC(=O)Cc1cc(=O)c2c(C)cc(O)c(C3OC(CO)C(O)C(O)C3O)c2o1 (centres undefined)
6) Cc1oc2cc(O)cc(O)c2c(=O)c1-c1ccc2c(c1)OCCCO2
7) CCOC(=O)c1c(NC(=S)Nc2ccccc2)sc2c1CCN(CC)C2
8) Cn1cc(CNC(=O)c2sc3cccc(Cl)c3c2Cl)cn1
screen / no.,1,2,3,4,5,6,7,8
EBI2 antag,-5,3,-5,14,1,0,1,-1
APOBEC3A inh,1,-4,-7,-4,4,-3,-6,3
MPTP block,-0.9,2.0,2.0,0.5,-0.3,4.4,-6.3,1.1
CXCR6 inh,4,4,0,7,1,1,8,-10
GRIN3A LBD mod,-1,6,0,-1,0,-8,5,0
APOBEC3G inh,-3,-6,-8,-11,6,-3,-9,-3
CCR6 antag,15,6,-8,11,1,0,22,-1
Gli-Sufu antag,3,14,0,-1,7,-31,1,10

# A run of entries from the list above, as a working copy:
7) CCOC(=O)c1c(NC(=S)Nc2ccccc2)sc2c1CCN(CC)C2
8) Cn1cc(CNC(=O)c2sc3cccc(Cl)c3c2Cl)cn1
screen / no.,7,8
EBI2 antag,1,-1
APOBEC3A inh,-6,3
MPTP block,-6.3,1.1
CXCR6 inh,8,-10
GRIN3A LBD mod,5,0
APOBEC3G inh,-9,-3
CCR6 antag,22,-1
Gli-Sufu antag,1,10

# Later entries
9) COc1nc(C#N)c(N2CCOCC2)o1
10) O=C(O)C1(c2ccccc2)CCN(S(=O)(=O)c2ccccc2)CC1
11) CN(C)C(=O)CSCc1c(Cl)cccc1Cl
12) COc1cccc2c1Oc1cc([N+](=O)[O-])cc(N(C)C(C)=O)c1C=C2
13) CCN(CCn1cccn1)C(=O)CC1C(=O)NCCN1Cc1ccc(OC)c(OC)c1 (centres undefined)
14) CCC(=O)N1CCN(c2ccc(NC(=O)c3cc4ccccc4o3)cc2Cl)CC1
15) COc1ccc(C2(CNC(=O)c3ccc(Br)o3)CCOCC2)cc1
16) Cc1cc(C(=O)Nc2cccc3c2O[C@H](CN(C)CC2CC2)[C@@H](C)CN([C@H](C)CO)C3=O)n(C)n1
screen / no.,9,10,11,12,13,14,15,16
EBI2 antag,-1,5,0,-9,-1,-25,-4,4
APOBEC3A inh,-3,-3,-3,-3,0,-2,0,4
MPTP block,0.8,0.0,1.6,0.9,-1.6,-0.8,-8.1,1.2
CXCR6 inh,-3,2,8,-11,-3,-5,10,1
GRIN3A LBD mod,-1,-2,0,-1,0,-9,-1,-2
APOBEC3G inh,-2,-6,-5,-3,-7,-6,-5,-2
CCR6 antag,-8,-3,-12,0,11,-4,13,6
Gli-Sufu antag,-3,-12,7,-3,2,15,24,21

# Ordered by count of non-hydrogen atoms (ascending): some entries from above.
9) COc1nc(C#N)c(N2CCOCC2)o1
11) CN(C)C(=O)CSCc1c(Cl)cccc1Cl
8) Cn1cc(CNC(=O)c2sc3cccc(Cl)c3c2Cl)cn1
15) COc1ccc(C2(CNC(=O)c3ccc(Br)o3)CCOCC2)cc1
12) COc1cccc2c1Oc1cc([N+](=O)[O-])cc(N(C)C(C)=O)c1C=C2
7) CCOC(=O)c1c(NC(=S)Nc2ccccc2)sc2c1CCN(CC)C2
14) CCC(=O)N1CCN(c2ccc(NC(=O)c3cc4ccccc4o3)cc2Cl)CC1
13) CCN(CCn1cccn1)C(=O)CC1C(=O)NCCN1Cc1ccc(OC)c(OC)c1 (centres undefined)
16) Cc1cc(C(=O)Nc2cccc3c2O[C@H](CN(C)CC2CC2)[C@@H](C)CN([C@H](C)CO)C3=O)n(C)n1
screen / no.,9,11,8,15,12,7,14,13,16
EBI2 antag,-1,0,-1,-4,-9,1,-25,-1,4
APOBEC3A inh,-3,-3,3,0,-3,-6,-2,0,4
MPTP block,0.8,1.6,1.1,-8.1,0.9,-6.3,-0.8,-1.6,1.2
CXCR6 inh,-3,8,-10,10,-11,8,-5,-3,1
GRIN3A LBD mod,-1,0,0,-1,-1,5,-9,0,-2
APOBEC3G inh,-2,-5,-3,-5,-3,-9,-6,-7,-2
CCR6 antag,-8,-12,-1,13,0,22,-4,11,6
Gli-Sufu antag,-3,7,10,24,-3,1,15,2,21

# Additional records:
17) CCN(CC)C(=O)[C@H]1C[C@H](CC(=O)NC(C)(C)C)C(=O)N2CCc3c([nH]c4cc(-c5ccco5)ccc34)[C@]12C
18) Cc1ccc(NC(=O)Cc2ccccc2F)cc1S(=O)(=O)N1CCCCCC1
19) CCOC(=O)CCSCC(=O)Nc1cc(C)on1
20) COc1ccc(C(=O)NCC(c2ccco2)N2CCc3ccccc32)c(OC)c1 (centres undefined)
21) O=C(NC1CCCCC1)c1ccc2[nH]c(=O)c(=O)[nH]c2c1
22) CC1CCC(NC(=O)COC(=O)c2ccco2)CC1 (centres undefined)
23) CNc1nc(-c2ccc(OC)cc2)c(-c2ccc(OC)cc2)s1
24) COc1ccc(NC(=O)CN2CCN(S(=O)(=O)c3cccs3)CC2)cc1Cl
screen / no.,17,18,19,20,21,22,23,24
EBI2 antag,4,4,0,10,5,-5,-2,19
APOBEC3A inh,5,0,2,-3,2,-1,0,-2
MPTP block,2.2,4.1,1.1,-1.7,-0.1,-0.6,2.6,1.0
CXCR6 inh,7,-1,8,24,-7,4,3,-2
GRIN3A LBD mod,-5,-13,1,2,2,1,2,0
APOBEC3G inh,1,1,1,-6,1,-6,-3,-9
CCR6 antag,18,14,-1,22,13,-9,12,1
Gli-Sufu antag,-3,4,-3,6,1,6,-4,·

25) CC(C)Oc1ccc(C(=O)NC2(C(F)(F)F)N=C3SCCN3C2=O)cc1 (centres undefined)
26) CCOc1cc2[nH]c(=S)n(C(C)C)c(=O)c2cc1OCC
27) Cc1ccc(CNS(=O)(=O)c2cn(C)cn2)cc1
28) CC(=O)N(\C=C/C=C/C=C1\Sc2ccccc2C1=O)c1ccccc1
29) O=C(CCc1ccccc1)NC(=S)Nc1cccc(C(=O)O)c1
30) COc1ccccc1-c1coc2c(CN(C)C)c(O)ccc2c1=O
31) NC(=O)N/N=C/c1cccc(C(F)(F)F)c1
32) CC(C)(C)CC(C)(C)NC(=O)/C=C/C(=O)O
screen / no.,25,26,27,28,29,30,31,32
EBI2 antag,-8,5,-7,4,3,-3,11,-9
APOBEC3A inh,-1,-5,-2,5,2,-8,6,-6
MPTP block,3.2,1.9,0.0,62*,-0.6,-0.5,1.5,-0.7
CXCR6 inh,8,-8,2,27,6,0,-8,2
GRIN3A LBD mod,1,1,-16,-4,3,-3,0,1
APOBEC3G inh,-3,-7,-1,6,24,-9,1,-8
CCR6 antag,5,-6,1,41,10,4,3,-2
Gli-Sufu antag,1,-28,4,·,-49,-10,-1,10

33) COc1ccccc1N1CCN(CC(O)c2c(C)[nH]c3ccccc23)CC1 (centres undefined)
34) Cc1c(C(=O)Cc2ccccc2)n(C)c2ccccc12
35) CCn1c(SCC(=O)Nc2ccccc2F)nc2c(c1=O)SC(C)C2 (centres undefined)
36) CC(=O)c1ccc(NC(=O)c2ccc(-n3cnnn3)cc2)cc1
37) COC(=O)c1ccc(COC(=O)C(CCSC)NC(=O)COc2ccccc2)cc1 (centres undefined)
38) CC1(C)Cc2c(sc(NC(=O)c3ccc(C(=O)c4ccccc4)cc3)c2C#N)C(C)(C)N1
39) CCCCC(=O)c1ccc(OC(=O)c2ccc([N+](=O)[O-])cc2)cc1
40) Cc1cc(C)cc(NC(=O)CSc2nnc(C3CC3)n2CC2CCCO2)c1 (centres undefined)
screen / no.,33,34,35,36,37,38,39,40
EBI2 antag,28,2,2,0,2,21,4,0
APOBEC3A inh,-6,-8,0,5,-4,2,·,-3
MPTP block,0.2,-2.0,-1.7,-0.2,1.1,0.3,1.8,-1.1
CXCR6 inh,-6,-6,-2,0,-2,24,-15,-1
GRIN3A LBD mod,0,2,-3,·,22*,4,0,1
APOBEC3G inh,-10,-2,15,-7,-9,-1,·,-6
CCR6 antag,8,17,11,-4,9,29,-7,-3
Gli-Sufu antag,61*,-3,3,-14,-7,5,5,-16

41) O=c1nc2ccc(Cl)cn2c2ccc(S(=O)(=O)N3CCOCC3)cc12
42) COc1ccc(C(=O)[C@H]2[C@H]3C(=O)N(c4ccc(OC(C)=O)cc4)C(=O)[C@H]3C3C=CC=NN32)cc1 (some centres undefined)
43) CCOC(=O)c1c(NC2=NS(=O)(=O)c3ccccc32)sc2c1CCC(C)C2 (centres undefined)
44) O=C(CSc1nnc(Cc2cccs2)n1-c1ccccc1)NCc1ccc2c(c1)OCO2
45) CCn1cc(C(=O)NCc2cccc(F)c2)c(=O)c2cc(F)c(N3CCN(C(=O)c4ccco4)CC3)cc21
46) COC(=O)[C@H](Cc1ccccc1)N(Cc1ccccc1)S(=O)(=O)N(Cc1ccccc1)[C@@H](Cc1ccccc1)C(=O)OC
47) CCOC(=O)N1CCN(CC(=O)Nc2ccc(C)c(Br)c2)CC1
48) c1ccc(C2[C@H]3CN(Cc4cccnc4)[C@H](c4ccccc4)C34CC2(c2ccccc2)C4)cc1 (some centres undefined)
screen / no.,41,42,43,44,45,46,47,48
EBI2 antag,-5,-9,23,34,11,5,-5,23
APOBEC3A inh,1,1,-2,2,-3,-2,-1,-5
MPTP block,-1.5,2.1,3.9,-1.4,-4.3,3.6,-1.7,4.8
CXCR6 inh,7,0,10,-1,-6,1,-13,9
GRIN3A LBD mod,-1,0,-1,-3,-18,-10,-1,0
APOBEC3G inh,-4,3,-4,0,-8,-6,0,-9
CCR6 antag,9,3,19,17,26,7,5,14
Gli-Sufu antag,38,5,11,9,9,37,6,-10

49) COc1ccc2[nH]c(=O)c(CN(CCO)S(=O)(=O)c3ccc(C)cc3)cc2c1
50) CCCN(CCC)CCNS(=O)(=O)c1ccc2c(c1)oc(=O)n2C
51) Cc1nnc(SCc2c(Cl)cccc2Cl)s1
52) CCOC(=O)CNC(=O)N1CCCC(CNS(=O)(=O)Cc2ccccc2)C1 (centres undefined)
53) C[N+]1(CC(O)COc2ccccc2)CCN(C(=O)c2ccc([N+](=O)[O-])cc2)CC1 (centres undefined)
54) Cc1cccc(-c2nc3c(s2)CCc2onc(-c4ccc(Br)cc4)c2-3)c1
55) COC(=O)c1sccc1NC(=O)CC1C(=O)NCCN1C(=O)c1ccc(C)c(C)c1 (centres undefined)
56) CC(=O)N1c2ccccc2NC2=C(C(=O)CC(C)(C)C2)C1c1cccn1C (centres undefined)
screen / no.,49,50,51,52,53,54,55,56
EBI2 antag,3,0,-3,-19,-4,-8,-12,-1
APOBEC3A inh,3,2,-3,0,68*,-2,3,-1
MPTP block,0.7,-1.4,-1.7,0.9,-1.0,1.8,2.8,0.4
CXCR6 inh,0,-4,14,-4,-8,0,-12,6
GRIN3A LBD mod,-1,2,1,-1,-1,0,0,-1
APOBEC3G inh,0,-8,0,-8,24,-5,3,-5
CCR6 antag,9,119*,9,-1,5,0,2,-11
Gli-Sufu antag,-7,1,-12,-1,6,-40,4,-25

57) CC(OC(=O)c1ccc(O)cc1)C(=O)Nc1nc(-c2ccccc2)cs1 (centres undefined)
58) Cc1ccc(NC(=O)C2CCCN(S(=O)(=O)c3cccnc3)C2)cc1C (centres undefined)
59) CC(=O)Nc1ccc(NC(=O)C2CCCN2C(=O)Nc2ccc(F)c([N+](=O)[O-])c2)cc1 (centres undefined)
60) CN(CC(=O)Nc1ccc(F)c(F)c1F)C(=O)CCc1nc2sc3c(c2c(=O)[nH]1)CCCC3
screen / no.,57,58,59,60
EBI2 antag,1,4,3,0
APOBEC3A inh,-2,-4,-2,12
MPTP block,1.8,1.1,5.5,-0.5
CXCR6 inh,-4,4,5,-5
GRIN3A LBD mod,7,-4,0,-1
APOBEC3G inh,-9,-4,-8,3
CCR6 antag,8,8,7,7
Gli-Sufu antag,-29,6,-3,2
